EPAC1 agonist: agonists of human EPAC1 | 360,000 tested, 0.073% active | EPAC1 agonist qHTS, biochemical assay; response scale: 100% = response to 6.5 mM cAMP | AID 720707 | O95398 | Potency, µM (highest dose often 154 µM), inactives show at the highest dose activation, usual class: activators; further: potency means the concentration at half of the fitted maximal effect; nearly all actives have a fitted effect of over 60% in size
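Nucleotide exchange assay: 100 nM EPAC1 with 250 nM Rap1B loaded with BODIPY-GDP and 50 uM GDP, room temperature. Fluorescence (480/540 nm) read every 5 min for 30 min; signal change normalized to 6.5 mM cAMP as full agonist.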
GLP1R ag: GLP-1 receptor (human) agonism; 380,000 tested, 0.007% active; Potency, µM (titrated, usually from 45.6 µM), inactives show at the highest dose activation, actives largely listed as activators; HEK293 GLP-1R CRE-luciferase, luminescence, 4-6 h; cells express a hypersensitive GLP-1R form; AID 624172; further: potency means the concentration at half of the fitted maximal effect; % of control where 0% means no effect
IL2 activator: activators of IL-2; activation, % (series mostly up to about 46 µM); 360,000 tested, 0.065% active; IL-2 activation reporter assay, cell-based qHTS; stimulated with anti-CD3/CD4/CD28 beads; in transgenic mouse T cells; in the data active means activation above about 50%; inconclusive means mostly about 30% to 49%; further: 0% is about no effect
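EGFP and DsRed fluorescence is measured by plate cytometry in unstimulated transgenic mouse T cells exposed to compound for 60 minutes, then stimulated 18 hours at 37 degrees C with anti-CD3/anti-CD4 beads plus anti-CD28.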
EPAC1 antagonist: blocks human EPAC1 exchange factor | Potency, µM (highest dose often 115 µM), for inactives: at the highest dose activity change, negative = inhibition, usual class: inhibitors | EPAC1 GEF assay, Rap1b-BODIPY-GDP exchange fluorescence | O95398 | 360,000 tested, 0.14% active;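 further: potency means the concentration at half of the fitted maximal effect; plate controls were vehicle for no effect and positive control for full effect; nearly all actives have a fitted effect of over 50% in size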
PTHR1 ag: agonists of human PTHR1 parathyroid hormone receptor. Q03431. HEK293 GP2 PTHR1 cells, GloSensor cAMP luminescence, 1 h. Potency, µM (series often up to 115 µM), inactives show top-dose activation, hits mostly activators. 410,000 tested, 0.075% active; further: potency means the concentration at half of the fitted maximal effect; nearly all actives have a fitted effect of over 55% in size; some results filed as inactive show a strong effect at the top dose; inactives centre near -15; many of its hits are not listed in these tables
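HEK-293-derived GP2 cells expressing PTHR1 and a GloSensor cAMP reporter, 3,000/well, plated overnight, given luciferin plus IBMX (each 0.5 mM as added) for 1 h at 37 °C, then compound for 1 h at 37 °C. Luminescence was read after 15 min at room temperature.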
PI5P4Ka inh: inhibitors of human PI5P4K alpha. PI5P4Kalpha enzyme, ADP-Glo luminescence, 60 min; hits give low values. max response, %. 330,000 tested, 1.2% active. AID 652105; active means max response of -50% or lower; inconclusive means between -30% and -50%; inactive means -30% or higher; further: value at the top dose of about 77 µM; on the % scale 0 is the no-effect control and ±100 the full control effect
Target sequence (P48426 whole entry, looked up): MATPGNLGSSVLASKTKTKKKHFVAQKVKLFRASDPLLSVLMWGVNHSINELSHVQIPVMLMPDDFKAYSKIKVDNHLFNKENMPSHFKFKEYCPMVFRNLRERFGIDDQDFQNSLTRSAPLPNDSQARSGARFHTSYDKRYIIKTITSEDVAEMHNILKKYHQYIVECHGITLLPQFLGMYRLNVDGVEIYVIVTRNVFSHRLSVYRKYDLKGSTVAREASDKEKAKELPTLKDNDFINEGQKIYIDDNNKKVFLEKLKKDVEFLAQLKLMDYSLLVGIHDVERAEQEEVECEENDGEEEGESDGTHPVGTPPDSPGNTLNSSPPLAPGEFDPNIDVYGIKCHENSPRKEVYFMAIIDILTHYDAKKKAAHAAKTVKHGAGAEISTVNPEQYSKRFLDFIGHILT
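PI5P4Kalpha ADP-Glo assay; 5 microM ATP final; 60 min RT reaction; HEPES pH 7.4/EGTA/CHAPS, 5% DMSO; controls lacking substrate or enzyme; luminescent end-point.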
GLP-1R inv ag: acts as inverse agonist at human GLP-1 receptor; HEK293 GLP-1R CRE-luciferase, luminescence, 24 h; GLP-1R form is constitutively active; Potency, µM (top dose mostly 38.3 µM), for inactives: at the top dose activity change, negative = inhibition, usual class: inhibitors; 410,000 tested, 1.6% active; further: potency means the concentration at half of the fitted maximal effect; on the % scale 0 is the no-effect control and ±100 the full control effect; nearly all actives have a fitted effect of over 55% in size
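GLP-1R inverse agonism mode: basal reporter luminescence in engineered HEK293 cells measured after one day of compound exposure at 37 deg C, with a 12 min room-temperature detection step.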
HEK293 tox: cytotoxicity counter-screen for GLP-1 receptor inverse agonists; 410,000 tested, 0.13% active; HEK293 cAMP-luciferase reporter cells, luminescence, 24 h; Potency, µM (series often up to 38.3 µM), inactives show top-dose activity change, negative = inhibition, usual class: inhibitors;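 further: loss of luciferase light is scored as toxicity; potency means the concentration at half of the fitted maximal effect; on the % scale 0 is the no-effect control and ±100 the full control effect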
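Cells in DMEM/10% Nu serum/1% pen-strep, 1536-well format. Pre-incubated 12 h, dosed with 23 nL compound, incubated a further 24 h. Luciferase detection, 12 min at room temp, luminescence.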
PLK1 PBD block: PLK1 (human) polo-box domain binding inhibition | P53350 | Plk1 PBD binding of FITC phosphopeptide, fluorescence polarization | Potency, µM, for the others: max response, negative = inhibition, most hits filed as inhibitors | 360,000 tested, 2.8% active | AID 720504; further: potency means the concentration at half of the fitted maximal effect; series mostly up to about 57 µM; on the % scale 0 is the no-effect control and ±100 the full control effect; nearly all actives have a fitted effect of over 65% in size
Target sequence (P53350 whole entry, looked up, the tested form may be a part): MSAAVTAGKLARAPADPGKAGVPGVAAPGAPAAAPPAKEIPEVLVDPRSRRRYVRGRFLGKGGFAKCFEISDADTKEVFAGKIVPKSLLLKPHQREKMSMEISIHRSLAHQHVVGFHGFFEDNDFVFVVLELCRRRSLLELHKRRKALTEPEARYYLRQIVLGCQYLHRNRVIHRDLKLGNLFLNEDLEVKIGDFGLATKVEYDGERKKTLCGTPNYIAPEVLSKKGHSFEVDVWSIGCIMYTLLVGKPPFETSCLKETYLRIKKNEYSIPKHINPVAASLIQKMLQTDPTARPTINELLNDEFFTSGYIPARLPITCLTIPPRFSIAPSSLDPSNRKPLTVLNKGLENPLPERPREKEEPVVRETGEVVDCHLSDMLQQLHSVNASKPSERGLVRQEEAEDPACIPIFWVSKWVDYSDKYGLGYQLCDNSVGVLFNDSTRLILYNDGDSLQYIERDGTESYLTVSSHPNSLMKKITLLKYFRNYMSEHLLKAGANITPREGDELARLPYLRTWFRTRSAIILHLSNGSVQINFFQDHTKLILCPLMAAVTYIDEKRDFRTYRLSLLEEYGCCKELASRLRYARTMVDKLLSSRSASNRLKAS
An asterisk follows results filed as active; i = inactive; ? = inconclusive; · = no result given; & = joins results of further samples; [ ] = remark or other dose. Unless noted, the call rests on the fitted dose curve; in most records, active means well fitted curve in the direction sought with a large enough effect; inconclusive means small, poorly fitted or top-dose-only effect, or another doubt; inactive means no such curve, though single readings can be large; an effect the other way counts as inactive or inconclusive.

The line under a structure holds: EPAC1 agonist, GLP1R ag, IL2 activator, EPAC1 antagonist, PTHR1 ag, PI5P4Ka inh, GLP-1R inv ag, HEK293 tox, PLK1 PBD block
> CNC(CC(C)C)C(=O)NC1C(=O)NC(CC(N)=O)C(=O)NC2C(=O)NC3C(=O)NC(C(=O)NC(C(=O)O)c4cc(O)cc(O)c4-c4cc3ccc4O)C(O)c3ccc(c(Cl)c3)Oc3cc2cc(c3OC2OC(CO)C(O)C(O)C2OC2C[C@](C)(N)C(O)C(C)O2)Oc2ccc(cc2Cl)C1O (stereo partly drawn)
    -3%, -9%, -0.5, 4%, -20%, 4, 6%, 0%, 2%
> O=C(CCN1CCCCC1)NCNC(=O)CCN1CCCCC1
    8%, -5%, 2.2, -16%, i, 0, 16%, -10%, -9%
> O=C(COC(=O)c1ccc(F)cc1F)Nc1ccc(Cl)cn1
    12%, 5%, 1.5, 15%, -19%, -1, 4%, -6%, -3%
> O=C1NC(=O)C(Cc2ccccc2)(c2ccccc2)N1 (stereo not drawn)
    9%, 12%, 0.1, -2%, -18%, -2, 1%, -8%, -5%
> S=C1NCN(Cc2cccnc2)CN1c1cccc(Cl)c1
    -4%, 0%, 0.3, -10%, i, 0, 13%, -6%, 2%
> COCCNc1ncnc2nc[nH]c12
    2%, -5%, 7.9, 6%, i, -1, 5%, -6%, ?
> O=C(CCC(=O)Nc1ccccc1)NNS(=O)(=O)c1ccc(Cl)cc1
    5%, -6%, -1.6, 17%, i, -19, -17%, -29%, 19µM*
> CCOC(=O)N1CCC(NC(=O)C2=CCN(S(=O)(=O)c3ccccc3)CC2)CC1
    -7%, -3%, -1.7, -11%, -32%, 2, 9%, -8%, 1%
> CN(C)C(=O)c1ccc(N/C=C(\C=O)c2nc3ccccc3o2)cc1
    -8%, 8%, 1.6, -3%, i, 2, 12%, -7%, -4%
> Clc1ccc(-n2cnnn2)cc1
    -11%, 1%, 0.3, -14%, i, 0, 10%, 15%, -11%
> COc1cccc(CNC(=O)c2ccc(CS(=O)c3ccccc3)o2)c1 (stereo not drawn)
    2%, -2%, -3.6, -16%, ?, 1, -13%&3%, 5%&18%, -9%
> CCCn1c(C)nc2c(c1=O)c1nc3ccccc3nc1n2CCC1=CCCCC1
    0%, 0%, 3.0, -16%, -28%, 12, -3%, 22%, -6%
> O=C(c1cc2nc(-c3ccco3)cc(C(F)(F)F)n2n1)N1CCN(c2ccccn2)CC1
    -4%, 4%, -0.8, 6%, -9%[57.5 µM], -14, ?, -5%, -5%
> COC(=O)c1ccccc1NC(=O)Oc1ccc(C(C)C)cc1
    6%, -7%, -0.9, 5%, -1%, ·, 0%, -20%, -6%
> O=C(COC(=O)c1cc(=O)[nH]c2ccccc12)NCc1cccs1
    -6%, 7%, -0.7, -8%, i, 5, 5%, -16%, 1%
> COC(=O)c1ccccc1NC(=O)COc1ccccc1[N+](=O)[O-]
    20%, 16%, 1.0, -7%, i, -3, 1%[7.66 µM], 15%[7.66 µM], -5%
> O=C(Nc1cccc(C(F)(F)F)c1)c1c(O)c2ccccc2[nH]c1=O
    0%, 6%, 1.0, 5%, i, 5, 0%, -1%, -7%
> CC(C)(C)OC(=O)C[C@H]1C/C=C\C[C@@H](CC(=O)N(CCO)Cc2ccccc2)C(=O)N[C@H](C(C)(C)C)COC1=O
    -14%, -1%, 1.2, 0%, -7%, 1, 0%, 21%, -2%
> CC(=O)N1c2ccc(S(=O)(=O)NCCC(=O)NCCc3ccc(Cl)cc3)cc2CC1C (stereo not drawn)
    -1%, 3%, -2.1, 1%, -40%[inhibitor], -3, -4%, 0%, -1%
> COc1ccc(S(=O)(=O)N(C)CC(=O)NCc2ccccc2)cc1OC
    2%, 16%, 0.6, -9%, 6%, -1, 37%[activator], -7%, -3%
> Fc1ccccc1-c1nc(-c2ccncc2)no1
    3%, -1%, 1.0, -1%, i, -1, -17%, 11%, -11%
> Cc1[nH]c2ccccc2c1/C=N/NC(=O)CNC(=O)COc1ccccc1
    -12%, 3%, 0.0, -26%, -1%, 5, ?, 0%, -14%
> O=C(Oc1cccc(C(=S)N2CCCCC2)c1)c1ccccc1
    -5%, -2%, 3.7, -18%, -29%, 1, 10%, 7%, -26%
> Cc1ccc(S(=O)(=O)c2cn(C)c3cc(N4CCN(C)CC4)c(F)cc3c2=O)cc1
    -13%, -1%, -2.0, 12%, -18%, -8, 5%&9%, -15%&-12%, 0%
> CC(C)Cc1nnc(NC(=O)CCC(=O)NC2CCCCCC2)s1
    -2%, -1%, -1.9, -8%, -1%, -7, -5%, -3%, -2%
> COc1cccc(N2CCN(C(=O)CN(C)S(=O)(=O)c3ccc4c(c3)c(=O)n(C)c(=O)n4C)CC2)c1
    1%, 18%, 2.1, 0%, -15%, 1, 7%, -11%, -6%
> C=C(C)COc1ccc(-c2ncnc(C(F)(F)F)c2-c2ccccc2)c(O)c1
    -8%, 13%, 1.4, -1%, -34%[inhibitor], 4, 2.8µM*, 1%, 2%
> Brc1ccc(/C=N/c2nc3ccccc3n2CCN2CCOCC2)cc1
    7%, -2%, 0.7, -11%, -21%, 3, -7%, -1%, -17%
> Cc1c(Cl)cccc1NC(=S)NCc1ccccc1
    -5%, -2%, 1.3, -2%, i, 10, ?, -23%, -3%
> COc1ccccc1C(=O)Nc1ccnn1C1CCN(Cc2ccc3nonc3c2)CC1
    4%, 4%, -2.2, -6%, i, -7, -1%, 9%, -13%
> CC(C)NC(=O)C1CCN(c2ccc(S(=O)(=O)N3CCOCC3)cc2Cl)CC1
    0%, 2%, -1.5, -26%, -6%, 0, -1%, 11%, -14%
> CC(C)CC(NC(=O)CCl)c1ccccc1 (stereo not drawn)
    -1%, -4%, 0.1, -5%, i, -2, 11%, -6%, 1%
> CC1CN(c2c3c(nc4ncnn24)CCCC3)CC(C)O1 (stereo not drawn)
    6%, -13%, 2.7, 20%, i, 4, 19%, -7%, -3%
> c1ccc(CN(Cc2ccco2)C(c2ccncc2)c2nnnn2C2CCCC2)cc1 (stereo not drawn)
    9%, -1%, -0.8, -12%, i, ·, 0%, 8%, ?
> Clc1ccc(-c2nc(-c3ccncc3)no2)c(Cl)c1
    3%, 3%, 0.1, 7%, -24%, 0, 13%, 4%, -11%
> Cc1ccc(C(c2nnnn2Cc2ccccc2)N2CCN(Cc3ccccc3)CC2)cc1 (stereo not drawn)
    -2%, -9%, 0.3, -13%, i, 1, 10µM*, -25%, -18%
> CCN(C(=O)CSc1nnnn1-c1ccccc1)C1CCS(=O)(=O)C1 (stereo not drawn)
    -10%, 1%, -0.9, -24%, 0%, 2, 6%, 21%, -7%
> CCNC1(C#N)CCN(Cc2ccccc2)CC1
    3%, -3%, -0.8, -28%, i, -7, 7%, 4%, 0%
> O=C(Nc1nc(-c2ccco2)c(-c2ccco2)s1)c1c(F)cccc1Cl
    12%, -1%, 1.9, ?, -3%, 1, ?, 0%, -24%
> CC(C)c1nc(SCC(=O)Nc2nc3c(s2)CCCC3)c2ccccc2n1
    9%, 2%, -1.0, -7%, -6%[57.5 µM], ·, ?, -16%, -1%
> COc1ccccc1OCC(=O)Nc1ccc(C(N)=O)cc1
    6%, 6%, -0.9, 1%, i, -2, 14%, 27%, -10%
> CC(=O)N/N=C/C1=CCC2CC1C2(C)C (stereo not drawn)
    -15%, 7%, -1.2, -11%, 24%, 5, 17%, -4%, -8%
> Cc1ccc(NC(=O)c2oc3ccccc3c2NC(=O)c2cc3ccccc3o2)cc1
    ·, 0%, ·, ·, -47%, ·, 3%, -3%, ·
> CN1CCC(N(C)C(=O)c2ccc(Cl)c(S(=O)(=O)N(C)c3ccc(Cl)cc3)c2)CC1
    1%, -1%, -3.1, 6%, -3%, 7, 11µM*, -14%, 1%
> Cc1cccc(/C=C/c2nc3ccccc3c(=O)n2Cc2ccccc2)c1
    16%, 12%, -4.2, -16%, i, 0, ?, 21%, -15%
> CC(C)NC(=O)C1CCCN(S(=O)(=O)c2cccs2)C1 (stereo not drawn)
    7%, -7%, -2.1, 0%, i, 1, -18%, 0%, 2%
> O=S1(=O)C=C(SCc2ccc(F)cc2)Nc2ccccc21
    13%, -1%, -2.4, -6%, i, 3, 7%, -15%, 6%
> Cc1cc(O)c(C(C)C)cc1N=Cc1ccccc1[N+](=O)[O-]
    8%, 7%, -0.8, -6%, -3%, -4, ?, 62%[activator], -3%
> Clc1ccccc1-c1nn2c(-c3ccncc3)nnc2s1
    -4%, -2%, 1.4, 8%, i, ·, 0%, 1%, 24µM*
> CC(C)OC(=O)CC(=O)CSc1nc2c(cc1C#N)CCCCCC2
    0%, 6%, -0.3, -21%, -3%[57.5 µM], -2, 1%, 95%[activator], -9%

(listing goes on)
The line under a structure holds: EPAC1 agonist, GLP1R ag, IL2 activator, EPAC1 antagonist, PTHR1 ag, PI5P4Ka inh, GLP-1R inv ag, HEK293 tox, PLK1 PBD block
> Cc1cccc(/C=N/NC(=O)c2ccc(NC(=O)c3cccc(Cl)c3)cc2)n1
    5%, 9%, -0.4, -21%, i, -2, -16%, -4%, -9%
> CCN1CCN(CC(=O)c2c(C)n(C)c3ccc(OC)cc23)CC1
    6%, 3%, 0.6, 10%, ?, 7, 0%, -19%, -2%
> O=c1cc(N2CCC3(CC2)OCCO3)[nH]c(=O)n1C1CCCCC1
    -4%, 11%, 0.8, -15%, -12%[57.5 µM], -5, 2%, 2%, -8%
> O=C(O)CC/C(=N\Nc1ccc(S(=O)(=O)N2CCOCC2)cc1[N+](=O)[O-])c1cccs1
    1%, 7%, -0.9, -15%, -24%, -6, 28%, ?, -25%
> Cc1nnc(NC(=O)CSCc2ccccc2)s1
    6%, 7%, -0.8, -19%, i, -4, -3%, 2%, -13%
> O=C(NCc1ccc(F)cc1)C1CC(=O)N(C2CCCCCCC2)C1 (stereo not drawn)
    12%, 7%, -2.0, -4%, i, -2, -24%, -8%, -21%
> COC(=O)CC(c1ccc(OC)c(OC)c1)c1ccc(OC)c(OC)c1
    -2%, -1%, -1.3, -1%, i, 0, 31%[activator], -12%, 11%
> O=C(NCCc1ccc(Cl)cc1)C1CCC(=O)N1C1CCCC1 (stereo not drawn)
    7%, -3%, 1.4, 22%, i, ·, 7%, 3%, -4%

Not all compounds are listed; rates above refer to the full screens.
